EBI2 antag: EBI2 receptor antagonists, beta-arrestin recruitment, primary screen, cell-based, luminescence, 7a,25-OHC stimulation, uHTS; 7a,25-OHC stimulated; AID 651636, 2012; actives 0.81% (n = 360,000); inhibition, % at 5 µM; G-protein coupled receptor 183 (Homo sapiens), P32249; in the data active means inhibition above about 38%;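 further: enzyme fragment complementation signal reports receptor beta-arrestin coupling in cells; 0% = agonist plus DMSO wells and 100% = wells without agonist; some results beyond the cut were filed as inactive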
CCR6 antag: CCR6 receptor antagonists, primary screen, cell-based, CHO-K1, luminescence, beta-arrestin, uHTS. C-C chemokine receptor type 6 (Homo sapiens), P51684. CHO-K1 CCR6 PathHunter beta-arrestin, CCL20-stimulated. inhibition, % at 20 µM. actives 0.49% (n = 340,000). AID 493098, 2011;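 active means compounds whose inhibition of the agonist-driven luminescence signal at 20 µM reaches about 50%, limit read from the data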;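 further: cells stimulated with CCL20 at 14 nM final; plate controls were DMSO with CCL20 for no effect and DMSO without agonist for full effect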
tim23-1 inh: growth inhibitors of tim23-1 mutant yeast, primary screen, luminescence, uHTS; actives 1.3% (n = 330,000); inhibition, % at 20 µM; S. cerevisiae tim23-1 growth, BacTiter-Glo luminescence, 24 h;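 active means growth inhibition of the mutant yeast at or above 50%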;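 further: temperature-sensitive mutant grown at 25 °C; plate controls were DMSO-treated mutant yeast for no effect and medium wells lacking yeast for full effect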
Mdm2 MdmX PPI: inhibitors of human Mdm2-MdmX association, primary screen, cell-based, luminescence, split luciferase, SaOS-2, uHTS; Protein Mdm4 (Homo sapiens) + E3 ubiquitin-protein ligase Mdm2 (Homo sapiens), …; SaOS-2 split-luciferase Mdm2/MdmX complementation; inhibition, % at 8 µM; actives 3% (n = 330,000); AID 485346, 2010;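 active means inhibition of at least 50% at 8 µM in the primary screen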
Target sequence (O15151 whole entry, looked up): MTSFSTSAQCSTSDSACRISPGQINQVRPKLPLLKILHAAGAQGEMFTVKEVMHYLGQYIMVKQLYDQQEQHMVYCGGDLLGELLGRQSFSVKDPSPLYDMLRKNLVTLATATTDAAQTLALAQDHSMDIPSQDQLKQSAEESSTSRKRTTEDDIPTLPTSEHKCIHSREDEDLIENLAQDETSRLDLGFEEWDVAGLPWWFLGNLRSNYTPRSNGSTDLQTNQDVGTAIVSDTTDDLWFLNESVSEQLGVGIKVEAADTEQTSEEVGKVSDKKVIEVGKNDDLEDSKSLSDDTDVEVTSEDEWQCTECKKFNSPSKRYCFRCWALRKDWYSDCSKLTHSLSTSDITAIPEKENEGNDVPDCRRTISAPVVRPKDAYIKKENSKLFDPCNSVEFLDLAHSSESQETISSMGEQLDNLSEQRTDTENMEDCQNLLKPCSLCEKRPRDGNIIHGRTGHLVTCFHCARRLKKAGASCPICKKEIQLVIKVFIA
Target sequence (Q00987 whole entry, looked up): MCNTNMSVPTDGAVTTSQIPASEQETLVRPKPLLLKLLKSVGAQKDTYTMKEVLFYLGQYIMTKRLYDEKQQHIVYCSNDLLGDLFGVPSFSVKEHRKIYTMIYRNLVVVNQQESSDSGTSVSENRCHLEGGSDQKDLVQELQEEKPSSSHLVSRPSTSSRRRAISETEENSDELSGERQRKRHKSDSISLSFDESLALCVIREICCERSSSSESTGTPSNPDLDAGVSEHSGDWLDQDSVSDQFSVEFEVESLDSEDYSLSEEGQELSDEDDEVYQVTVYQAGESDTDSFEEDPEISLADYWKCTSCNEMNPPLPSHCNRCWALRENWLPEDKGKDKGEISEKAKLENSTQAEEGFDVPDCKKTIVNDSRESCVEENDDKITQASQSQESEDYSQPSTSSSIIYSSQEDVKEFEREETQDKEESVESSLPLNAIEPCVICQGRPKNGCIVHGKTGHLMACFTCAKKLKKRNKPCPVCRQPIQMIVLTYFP
UPR CHOP act: activators of apoptotic CHOP UPR arm, primary screen, cell-based, CHO-CHOP luciferase reporter, luminescence, uHTS | UPR activation; percent of tunicamycin response over DMSO baseline | activation, % at 10 µM | actives 0.34% (n = 330,000) | AID 449763, 2010;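 active means at 10 µM dose, activation of 40% or more, normalized to positive control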;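 further: 100% = tunicamycin at 10 µg/mL and 0% = DMSO alone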
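Dosing – one dose, 10 µM in 0.5% DMSO · System – CHO-CHOP cells, stable luciferase reporter of PERK-eIF2a-CHOP signalling · Input – 500 cells/well · Control set – tunicamycin 10 µg/mL final as positive, DMSO-only wells as negative · Timing – 6 h compound treatment, 37 °C · Measure – % activation vs tunicamycin · Technique – luminescence read with Steady-Glo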
APJ agonist: agonists of human apelin receptor APJ, primary screen, CHO-K1 cells, PathHunter beta-arrestin, luminescence | P35414 | AID 2520, 2010 | actives 0.11% (n = 330,000) | activation, % at 20 µM | 0% DMSO wells, 100% apelin;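 active means activation more than six SD over the plate average, tested at 20 µM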;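 further: 0% = DMSO alone and 100% = apelin-13 at 10 nM; some results filed as inactive read as strong as hits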
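Test system: CHO-K1 APJ beta-arrestin complementation cell line | Compound: Single test compound dose, 20 µM final, 1% DMSO | Incubation: Compound 90 min 25 °C, reagent 1 h | Measured by: beta-gal luminescence | Read-out basis: APJ–arrestin association signal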
APJ antagonist: antagonists of human apelin receptor APJ, primary screen, CHO-K1 cells, beta-arrestin complementation, luminescence; inhibition, % at 20 µM; actives 0.32% (n = 330,000);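 active means inhibition above about 40% at 20 µM, limit read from the data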;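 further: cells challenged with 10 nM apelin-13 agonist together with compound; plate controls were apelin-13 plus DMSO wells for no effect and DMSO wells lacking apelin-13 for full effect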
CXCR6 block: CXCR6 receptor inhibitors, primary screen, cell-based, beta-arrestin, luminescence, CHO-K1 PathHunter, 1536-well. actives 0.36% (n = 360,000). C-X-C chemokine receptor type 6 (Homo sapiens), O00574. AID 602244, 2012. inhibition, % at 20 µM; in the data active means inhibition above about 34%, passing the limit was not always enough;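 further: antagonist mode with CXCL16 agonist at 10 nM final; 0% = 10 nM CXCL16 with DMSO and 100% = unstimulated wells without agonist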
UPR XBP1 act: activators of adaptive XBP1 UPR arm, primary screen, cell-based, CHO-XBP1 luciferase reporter, luminescence, uHTS; IRE1-XBP1 UPR activation; percent of tunicamycin response, DMSO as zero; activation, % at 20 µM; actives 0.33% (n = 330,000); AID 463104, 2010;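 active means versus positive control, 20 µM dose yields 30% or more activation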;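 further: 100% = tunicamycin at 10 µg/mL and 0% = DMSO only wells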
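Assay system: CHO-XBP1 luciferase reporter cells; Schedule: 6 h treatment, 37 °C; Detection: glow luminescence from Steady-Glo reagent; Benchmarks: high control tunicamycin 10 µg/mL final, low control DMSO vehicle only.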
Numbers without * were called inactive. An excerpt, so the mix of outcomes need not match the whole.

CCOc1ccc(OCc2ccc(C(=O)NC(C)(C)C)o2)cc1 was read as EBI2 antag -2, CCR6 antag 9, tim23-1 inh 23, Mdm2 MdmX PPI -10, UPR CHOP act 1.3, APJ agonist 3, APJ antagonist -8, CXCR6 block 5 and UPR XBP1 act 1.
`CN1CCN(c2nc(-c3ccc(C(C)(C)C)cc3)nc3ccccc23)CC1` gave EBI2 antag 6, CCR6 antag -11, tim23-1 inh 0, Mdm2 MdmX PPI 50*, UPR CHOP act 1.9, APJ agonist -4, APJ antagonist -1, CXCR6 block 0 and UPR XBP1 act -7.
CN(Cc1cnn(C)c1)C(=O)CC1C(=O)NCCN1Cc1cccc(Oc2ccccc2)c1 (stereo unspecified) was read as EBI2 antag 1, CCR6 antag 11, tim23-1 inh -3, Mdm2 MdmX PPI 7, UPR CHOP act -0.3, APJ agonist -4, APJ antagonist 8, CXCR6 block 3 and UPR XBP1 act -1.
For O=C(NCC1OCCc2ccccc21)c1cc(COc2ccc(F)cc2Cl)on1 (stereo unspecified) the results were EBI2 antag 2, CCR6 antag -2, tim23-1 inh 8, Mdm2 MdmX PPI 8, UPR CHOP act -0.7, APJ agonist -2, APJ antagonist -11, CXCR6 block 0 and UPR XBP1 act -1.
Screening CC(=O)c1c(C)n([O-])c2cc(F)c(F)cc2[n+]1=O returned EBI2 antag -43, CCR6 antag -5, tim23-1 inh 14, Mdm2 MdmX PPI 5, UPR CHOP act -1.4, APJ agonist 1, APJ antagonist -36, CXCR6 block -14 and UPR XBP1 act 0.
Screening C/C(Cc1ccccc1)=N\NC(=O)CNC(=O)c1cccc(Br)c1 returned EBI2 antag -3, CCR6 antag 13, tim23-1 inh 18, Mdm2 MdmX PPI 16, UPR CHOP act -1.0, APJ agonist -1, APJ antagonist 19, CXCR6 block -12 and UPR XBP1 act 0.
Screening Cc1nc2ccc(NC(=O)c3ccc(Cl)c(S(=O)(=O)N(C)c4ccccc4)c3)cc2s1 returned EBI2 antag 5, CCR6 antag 6, tim23-1 inh 5, Mdm2 MdmX PPI 12, UPR CHOP act -1.2, APJ agonist 6, APJ antagonist -5, CXCR6 block -2 and UPR XBP1 act 6.
For COc1ccc(C(=O)c2c(C)c3cc(C)ccc3n2CC(O)CN2CCOCC2)cc1 (stereo unspecified) the results were EBI2 antag -1, CCR6 antag 6, tim23-1 inh 4, Mdm2 MdmX PPI 8, UPR CHOP act -2.2, APJ agonist 1, APJ antagonist 1, CXCR6 block -5 and UPR XBP1 act -6.
For O=C1C2CCCN2C(c2cccc(Br)c2)N1c1ccc(F)cc1 (stereo unspecified) the results were EBI2 antag 7, CCR6 antag 7, tim23-1 inh 14, Mdm2 MdmX PPI -15, UPR CHOP act 0.1, APJ agonist -3, APJ antagonist 13, CXCR6 block 9 and UPR XBP1 act -1.
CCCCn1c(N)c(N(CC(C)C)C(=O)c2ccc(S(=O)(=O)N(CC)c3ccccc3)cc2)c(=O)[nH]c1=O was read as EBI2 antag -10, CCR6 antag 8, tim23-1 inh -6, Mdm2 MdmX PPI 23, UPR CHOP act 2.0, APJ agonist -3, APJ antagonist 17, CXCR6 block 0 and UPR XBP1 act 0.
`CCOC(=O)c1c(N)n(C2CC(C)(C)NC(C)(C)C2)c2nc3ccccc3nc12` gave EBI2 antag 10, CCR6 antag 26, tim23-1 inh 1, Mdm2 MdmX PPI 22, UPR CHOP act -2.6, APJ agonist -5, APJ antagonist 19, CXCR6 block 23 and UPR XBP1 act -3.
Screening CC1C(=O)Nc2ccccc2N1C(=O)c1cccc(C(F)(F)F)c1 (stereo unspecified) returned EBI2 antag 4, CCR6 antag 15, tim23-1 inh 11, Mdm2 MdmX PPI -15, UPR CHOP act -0.9, APJ agonist -2, APJ antagonist -6, CXCR6 block -2 and UPR XBP1 act -4.
Screening O=C1OCCC1Sc1nnc(-c2ccco2)n1-c1ccccc1 (stereo unspecified) returned EBI2 antag 8, CCR6 antag -7, tim23-1 inh 10, Mdm2 MdmX PPI -24, UPR CHOP act 1.9, APJ agonist -3, APJ antagonist 1, CXCR6 block 1 and UPR XBP1 act -1.
Screening Cc1c(C(=O)N2CCN(c3ccccn3)CC2)oc2c1C(=O)CC(C)(C)C2 returned EBI2 antag 6, CCR6 antag 12, tim23-1 inh 20, Mdm2 MdmX PPI 30, UPR CHOP act 2.0, APJ agonist 5, APJ antagonist 3, CXCR6 block 0 and UPR XBP1 act -5.
For CCC(C)C1Nc2ccc(C(=O)NCCc3ccc(OC)c(OC)c3)cc2NC1=O (stereo unspecified) the results were EBI2 antag -2, CCR6 antag -4, tim23-1 inh 1, Mdm2 MdmX PPI 28, UPR CHOP act -0.8, APJ agonist 0, APJ antagonist 12, CXCR6 block 0 and UPR XBP1 act 0.
Screening C/C(Cn1cnc([N+](=O)[O-])n1)=N\NC(=O)c1ccc(O)cc1O returned EBI2 antag -3, CCR6 antag -7, tim23-1 inh 1, Mdm2 MdmX PPI -3, UPR CHOP act 0.1, APJ agonist -2, APJ antagonist -37, CXCR6 block -3 and UPR XBP1 act -5.
For Cc1cc(OC(C)C(=O)NCCCN2CCOCC2)c2c(C)cc(=O)oc2c1 (stereo unspecified) the results were EBI2 antag -1, CCR6 antag -6, tim23-1 inh -3, Mdm2 MdmX PPI -5, UPR CHOP act -0.5, APJ agonist 0, APJ antagonist 25, CXCR6 block 4 and UPR XBP1 act -9.
Screening Clc1ccc(CSc2nnc(-c3sccc3-n3cccc3)o2)cc1 returned EBI2 antag 6, CCR6 antag 17, tim23-1 inh 6, Mdm2 MdmX PPI 33, UPR CHOP act -0.1, APJ agonist 1, APJ antagonist -5, CXCR6 block -2 and UPR XBP1 act -3.
For COc1ccc(C(=O)N(c2ccccn2)C2CCCCC2)c(OC)c1 the results were EBI2 antag -6, CCR6 antag 0, tim23-1 inh 11, Mdm2 MdmX PPI -35, UPR CHOP act -0.4, APJ agonist -1, APJ antagonist 2, CXCR6 block 7 and UPR XBP1 act -3.
O=C(O)CC(C(=O)O)N1C(=O)/C(=C/c2ccc(-c3nc4ccccc4s3)o2)SC1=S (stereo unspecified) was read as EBI2 antag -14, CCR6 antag 19, tim23-1 inh 17, Mdm2 MdmX PPI 4, UPR CHOP act 0.1, APJ agonist 1, APJ antagonist -15, CXCR6 block 11 and UPR XBP1 act 4.
For CC(=O)OCC1(C)CN(c2ccccc2)N(C(C)=O)C1=O (stereo unspecified) the results were EBI2 antag -17, CCR6 antag 0, tim23-1 inh 26, Mdm2 MdmX PPI -1, UPR CHOP act 6.6, APJ agonist 1, APJ antagonist -16, CXCR6 block -4 and UPR XBP1 act -1.
`COc1ccc(C2=NOC(Cn3nc(-c4ccccc4)cc3C(=O)NCc3ccco3)C2)cc1` (stereo unspecified) gave EBI2 antag 9, CCR6 antag 10, tim23-1 inh -3, Mdm2 MdmX PPI 17, UPR CHOP act 0.7, APJ agonist -1, APJ antagonist 12, CXCR6 block -2 and UPR XBP1 act -2.
For COc1ccc(-c2nc3n(n2)C(=O)CC(c2ccco2)S3)cc1 (stereo unspecified) the results were EBI2 antag 3, CCR6 antag 16, tim23-1 inh 22, Mdm2 MdmX PPI 9, UPR CHOP act -0.9, APJ agonist -2, APJ antagonist -2, CXCR6 block -9 and UPR XBP1 act -2.
For COc1ccccc1NC1=CC(=O)CC(c2ccccc2)C1 (stereo unspecified) the results were EBI2 antag -2, CCR6 antag -1, tim23-1 inh -6, Mdm2 MdmX PPI 29, UPR CHOP act 4.4, APJ agonist -2, APJ antagonist -2, CXCR6 block -4 and UPR XBP1 act 0.
`O=P(O)(OCc1ccccc1)OCc1ccccc1` gave EBI2 antag 4, CCR6 antag -5, tim23-1 inh 10, Mdm2 MdmX PPI 3, UPR CHOP act 1.1, APJ agonist 1, APJ antagonist 8, CXCR6 block -2 and UPR XBP1 act 1.
Screening CCC(C)(C)NC(=O)C(c1ccccc1Cl)N(C(=O)CCC(=O)Nc1cc(C)on1)c1ccc(NC(C)=O)cc1 (stereo unspecified) returned EBI2 antag 1, CCR6 antag 7, tim23-1 inh 9, Mdm2 MdmX PPI 15, UPR CHOP act -2.8, APJ agonist -2, APJ antagonist -2, CXCR6 block -4 and UPR XBP1 act -6.
COCCNCC(=O)NCC12CC3CC(CC(C3)C1)C2 was read as EBI2 antag -5, CCR6 antag 19, tim23-1 inh -1, Mdm2 MdmX PPI 10, UPR CHOP act 1.8, APJ agonist -1, APJ antagonist -3, CXCR6 block -3 and UPR XBP1 act -5.
COc1ccccc1-n1c(SCc2cc(=O)oc3cc(O)ccc23)nc2ccccc2c1=O was read as EBI2 antag -1, CCR6 antag 14, tim23-1 inh 32, Mdm2 MdmX PPI 0, UPR CHOP act 3.6, APJ agonist 1, APJ antagonist 12, CXCR6 block 13 and UPR XBP1 act 4.
O=C(CSc1nc2cc(Cl)ccc2o1)c1cccs1 was read as EBI2 antag 6, CCR6 antag 19, tim23-1 inh 22, Mdm2 MdmX PPI -6, UPR CHOP act 0.3, APJ agonist -1, APJ antagonist -23, CXCR6 block 5 and UPR XBP1 act -9.
For CCOC(=O)N1CCN(CC(O)c2ccc3cc[nH]c3c2)CC1 (stereo unspecified) the results were EBI2 antag 13, CCR6 antag -1, tim23-1 inh -15, Mdm2 MdmX PPI 17, UPR CHOP act 0.4, APJ agonist -6, APJ antagonist 1, CXCR6 block -6 and UPR XBP1 act -3.
`Cc1ccc(S(=O)(=O)N2CCCCC2)cc1C(=O)NCc1ccccn1` gave EBI2 antag 10, CCR6 antag 11, tim23-1 inh 16, Mdm2 MdmX PPI 16, UPR CHOP act 0.4, APJ agonist 1, APJ antagonist 7, CXCR6 block -2 and UPR XBP1 act 1.
`CC(=O)c1cccc(NC(=O)c2ccc3ccccc3c2)c1` gave EBI2 antag 34, CCR6 antag 4, tim23-1 inh 42, Mdm2 MdmX PPI -163, UPR CHOP act 6.4, APJ agonist -1, APJ antagonist 8, CXCR6 block -3 and UPR XBP1 act 1.
Screening COc1cc(OC)c(NC(=O)Nc2ccc(OC)c(OC)c2)cc1Cl returned EBI2 antag -12, CCR6 antag -3, tim23-1 inh 6, Mdm2 MdmX PPI 9, UPR CHOP act 2.5, APJ agonist 0, APJ antagonist 4, CXCR6 block -6 and UPR XBP1 act 1.
